Rtt109 HAT inh: C. albicans Rtt109 histone acetyltransferase inhibition | Q5AAJ8 | purified Rtt109/Vps75, ThioGlo CoA-SH fluorescence, 4 h | inhibition, % at 34.9 µM | 330,000 compounds, 0.16% hits | AID 540336;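 active = inhibition of at least 50% in every replicate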
Target sequence (Q5AAJ8 whole entry, looked up): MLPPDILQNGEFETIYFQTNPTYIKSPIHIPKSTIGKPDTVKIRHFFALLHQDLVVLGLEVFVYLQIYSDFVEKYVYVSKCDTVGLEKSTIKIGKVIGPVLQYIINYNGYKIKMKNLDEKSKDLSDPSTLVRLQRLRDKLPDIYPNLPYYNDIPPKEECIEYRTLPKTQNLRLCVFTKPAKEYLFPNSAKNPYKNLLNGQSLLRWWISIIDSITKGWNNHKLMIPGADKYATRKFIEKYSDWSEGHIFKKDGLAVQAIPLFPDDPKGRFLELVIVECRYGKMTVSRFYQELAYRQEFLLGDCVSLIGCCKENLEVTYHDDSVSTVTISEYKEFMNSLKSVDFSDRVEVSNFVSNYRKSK
PKA-R2B act: activates the human PKA-R2B holoenzyme complex; P22694+P31323; 340,000 compounds, 0.079% hits; PKA-R2B holoenzyme dissociation, Cy5-IP20 fluorescence polarization; R2B truncated from residue 108, S112A mutant; 0% DMSO only, 100% 113 µM cGMP; activation, % at 11.4 µM;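 active = activation above a cutoff set at the mean over all compounds plus 3 SD, cut at about 18% in these data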;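 note: higher means more holoenzyme dissociation and a rise in polarization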
Target sequence (P31323 whole entry, looked up, other chains not shown, the tested form may be a part): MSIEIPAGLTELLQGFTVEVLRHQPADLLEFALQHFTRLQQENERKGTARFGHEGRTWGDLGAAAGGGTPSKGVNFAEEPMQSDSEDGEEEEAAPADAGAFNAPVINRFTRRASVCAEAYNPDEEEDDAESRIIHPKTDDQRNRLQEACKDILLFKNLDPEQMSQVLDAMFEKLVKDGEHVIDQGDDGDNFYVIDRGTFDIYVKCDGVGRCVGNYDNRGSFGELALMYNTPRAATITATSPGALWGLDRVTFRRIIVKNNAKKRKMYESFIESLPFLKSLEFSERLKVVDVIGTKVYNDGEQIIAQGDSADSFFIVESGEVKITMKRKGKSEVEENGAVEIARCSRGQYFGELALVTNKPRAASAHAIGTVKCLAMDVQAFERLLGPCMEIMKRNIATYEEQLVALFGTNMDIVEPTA
CAL PDZ FP-1: blocks peptide binding to the human CAL PDZ domain | 300,000 compounds, 0.92% hits | purified CAL PDZ, TMR-peptide fluorescence polarization, 1 h | inhibition, % at 24.9 µM | AID 602252 | Q9HD26;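 active = mean inhibition of at least 30% with at least half of replicates also reaching 30%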;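 note: 0% = DMSO neutral control and 100% = excess unlabeled competitor peptide PRC23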
RTF Ca sens act: increases calcium sensitivity of human cardiac regulated thin filaments; 340,000 compounds, 0.24% hits; activation, % at 7.2 µM; IANBD-labeled TnC RTF fluorescence at EC20 calcium; 0% EC20 calcium, 100% full calcium;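 active = activation above the mean over all tested compounds plus 3 SD, cut at about 30% in these data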;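 note: rise in fluorescence read as greater calcium sensitivity of cardiac thin filaments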
DAGLB inhibitor: diacylglycerol lipase beta (human) inhibition. Q8NCG7. HEK293T DAGLB membrane lysate, EnzChek fluorogenic substrate. inhibition, % at 5.17 µM. 340,000 compounds, 0.059% hits. AID 504411; in the data active = inhibition above about 34%;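 note: 0% = enzyme with vehicle and 100% = wells lacking enzyme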
SR-BI uptake up: SR-BI HDL lipid transfer activation | CHO ldlA[mSR-BI] cells, DiI-HDL uptake fluorescence, 3 h; 100 = double the neutral-control signal | activation, % at 12.5 µM | 320,000 compounds, 0.096% hits | AID 504775;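 active = mean replicate activation of at least 60% and every replicate at or above 60%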;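 note: 0% = median plate neutral-control signal and 100% = twice that signal; values of inactives mirror those of a sister screen read the other way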
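Test system: SR-BI-overexpressing, LDLR-lacking CHO cells; Also added: labelled HDL, 10 µg/mL; Measured by: bottom-read cell fluorescence after medium removal, ex 550/em 595 nm; Timing: 3 h uptake period with compound, 37 °C; Buffer or medium: F12, 0.5% BSA, 25 mM HEPES; Doses: single compound concentration, delivered by pin transfer.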
Cardiac RTF inh: cardiac RTF calcium desensitization. 340,000 compounds, 0.12% hits. IANBD-labeled cardiac RTF, Ca2+ fluorescence. inhibition, % at 7.15 µM. AID 493244;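 active = inhibition above the mean inhibition of all tested compounds plus 3 SD, cut at about 17% in these data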;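 note: assay run at fixed EC70 calcium of 1.6 mM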
C-LANA FP: inhibitors of KSHV LANA C-terminal domain DNA binding. AID 504423. MBP-C-LANA/FAM-LBS DNA binding, fluorescence polarization. 340,000 compounds, 0.078% hits. inhibition, % at 9 µM;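 active = highest replicate inhibition at or above 60% at 9 µM, even if other replicates fall short; inactive = all replicates below 60% inhibition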;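 note: 0% = neutral control wells and 100% = 4 µM acridine orange control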
Keap1 Nrf2 FP: Keap1-Nrf2 (human) interaction inhibition | Q14145 | 340,000 compounds, 0.15% hits | Keap1 Kelch-Nrf2 peptide fluorescence polarization, 1536-well | AID 504523 | inhibition, % at 9.4 µM; in the data active = inhibition above about 12%;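 note: human Keap1 Kelch domain with fluorescein labeled Nrf2 9mer peptide probe; 0% = neutral control wells and 100% = peptide positive control; higher means more block of Keap1 binding to Nrf2 peptide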
CAL PDZ FP-2: inhibitors of human CAL PDZ peptide binding. 330,000 compounds, 0.02% hits. AID 504414. inhibition, % at 20 µM. purified CAL PDZ, TMR-peptide fluorescence polarization, 1 h. Q9HD26;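 active = highest replicate inhibition of at least 40%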;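 note: plate controls were DMSO neutral control wells for no effect and unlabeled competitor peptide control wells for full effect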
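Material – purified CerCALP PDZ construct · Detection – FP readout, S and P plane fluorescence · Measure – percent inhibition from loss of millipolarization · Controls – unlabelled peptide for full inhibition, DMSO wells as neutral · Probe or stimulus – TMR-labelled reporter peptide T*-PRC34 bound in PDZ groove · Times – 1 h at RT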
Starred values were filed as active, the others as inactive; . = no result given.

SMILES	Rtt109 HAT inh	PKA-R2B act	CAL PDZ FP-1	RTF Ca sens act	DAGLB inhibitor	SR-BI uptake up	Cardiac RTF inh	C-LANA FP	Keap1 Nrf2 FP	CAL PDZ FP-2
CN(CC(=O)Nc1ccc(C#N)cc1)Cc1ccc(Cl)c(Cl)c1	16	5	-1	-10	-5	-7	-10	-1.1	3	-4.5
S=C(NCCc1ccccc1)N/N=C/c1cccc(Cl)c1Cl	0	-1	-5	-2	-10	12	3	-0.7	4	-2.5
O=C(Nc1ccc(Br)cc1)c1ccc(N2C(=O)C3CC=C(Cl)CC3C2=O)cc1 (stereo not drawn)	-24	-12	1	-4	-1	-39	0	-0.5	-4	-0.4
CC(=O)Nc1ccc(C(=O)CSc2nnc(Cn3nnc4ccccc43)n2C)cc1	13	-1	0	-3	1	-34	-1	-0.1	0	-0.5
Cc1cc(C)c2c(=O)[nH]c(SCC(=O)Nc3ccc(N(C)C)cc3)nc2n1	9	4	-1	-2	5	10	-3	1.2	1	0.0
O=C(CSCCc1ccccn1)Nc1ccc(Br)cn1	-2	6	-5	8	-3	4	-20	-1.2	-1	-0.4
CCOc1ccc(OCC)c(S(=O)(=O)n2ccnc2C)c1	5	-5	2	-4	-1	-2	-5	-1.2	-8	0.2
CCCc1cc(=O)[nH]c(SCC(=O)c2ccc3c(c2)NC(=O)CO3)n1	12	-2	-3	-4	2	16	-7	-7.0	-1	-1.1
O=C(CCC1CCCCC1)Nc1ccccc1O	-1	3	-1	4	-2	17	3	-1.1	1	-0.3
COc1cccc(/C=C/C(=O)OCC(=O)Nc2cccc(S(=O)(=O)N(C)C)c2)c1	2	2	-1	7	-4	-17	13	0.5	7	0.4
COC(=O)c1ccc([C@H](NC(=O)c2ccco2)[C@]2(C)C[C@H]2C2CCCCC2)cc1	2	-23	-3	-6	-9	0	-4	-0.6	1	0.2
COc1cc(C2/C(=C(\O)c3ccc4c(c3)CC(C)O4)C(=O)C(=O)N2c2nnc(C)s2)cc(OC)c1OC (stereo not drawn)	-3	3	-6	4	-2	-5	0	-0.6	-2	-1.0
CC(C)Sc1nc(C(F)(F)F)cc(=O)n1-c1ccccc1	-4	-3	0	-4	-5	4	-14	0.9	2	-0.6
Cc1ccc(/C=N/Nc2cn[nH]c(=O)n2)o1	2	-3	4	-2	1	1	-7	-1.3	1	-1.4
O=C(NC(=S)NCc1ccc(-c2nc3ccccc3s2)cc1)c1ccco1	5	-4	-18	12	-6	21	2	0.3	3	-0.8
CCN(CC)S(=O)(=O)c1cccc(NC(=O)COC(=O)CCc2nc3ccccc3s2)c1	-7	-13	-9	1	-5	17	-6	-0.5	0	-1.5
COc1cc(C)nc(Oc2ccc(=O)[nH]n2)n1	.	0	4	2	-8	.	3	-1.5	0	-1.2
CCC(C)C(NC(=O)c1ccccc1)C(=O)Nc1ccc(S(=O)(=O)Nc2cc(C)nc(C)n2)cc1 (stereo not drawn)	21	-2	-5	7	-2	9	0	-1.0	-3	-1.8
O=C(Nc1nccs1)C1CC=CCC1 (stereo not drawn)	6	7	0	3	0	3	-15	0.5	-3	-2.2
CC(CC(=O)Nc1ccncc1)c1ccccc1 (stereo not drawn)	-4	1	2	-4	1	11	-4	-3.0	-2	-1.2
COc1ccc(N2CCN(CC(=O)Nc3ccccc3C(=O)NCc3ccccc3)CC2)cc1	.	0	-20	5	-1	.	-10	0.5	-6	-2.1
CN1CCC(=C2c3ccccc3C(O)c3ccccc32)CC1 (stereo not drawn)	9	-9	-2	-1	-1	18	-8	0.2	-7	0.2
CCOc1cc(C(=O)Nc2cccnc2)cc(OCC)c1OCC	-2	1	-5	0	0	-37	-2	-0.4	0	-0.7
N=c1c(S(=O)(=O)c2ccccc2)cc2c(=O)n3ccccc3nc2n1CCCN1CCOCC1	-2	-6	-5	10	-1	.	1	-1.0	0	-2.7

Seven compounds out of the list, ordered by length of the SMILES, highest first.
SMILES	Rtt109 HAT inh	PKA-R2B act	CAL PDZ FP-1	RTF Ca sens act	DAGLB inhibitor	SR-BI uptake up	Cardiac RTF inh	C-LANA FP	Keap1 Nrf2 FP	CAL PDZ FP-2
N=c1c(S(=O)(=O)c2ccccc2)cc2c(=O)n3ccccc3nc2n1CCCN1CCOCC1	-2	-6	-5	10	-1	.	1	-1.0	0	-2.7
CCN(CC)S(=O)(=O)c1cccc(NC(=O)COC(=O)CCc2nc3ccccc3s2)c1	-7	-13	-9	1	-5	17	-6	-0.5	0	-1.5
O=C(NC(=S)NCc1ccc(-c2nc3ccccc3s2)cc1)c1ccco1	5	-4	-18	12	-6	21	2	0.3	3	-0.8
CN1CCC(=C2c3ccccc3C(O)c3ccccc32)CC1 (stereo not drawn)	9	-9	-2	-1	-1	18	-8	0.2	-7	0.2
Cc1ccc(/C=N/Nc2cn[nH]c(=O)n2)o1	2	-3	4	-2	1	1	-7	-1.3	1	-1.4
CC(CC(=O)Nc1ccncc1)c1ccccc1 (stereo not drawn)	-4	1	2	-4	1	11	-4	-3.0	-2	-1.2
O=C(Nc1nccs1)C1CC=CCC1 (stereo not drawn)	6	7	0	3	0	3	-15	0.5	-3	-2.2

Remaining list, next part.
SMILES	Rtt109 HAT inh	PKA-R2B act	CAL PDZ FP-1	RTF Ca sens act	DAGLB inhibitor	SR-BI uptake up	Cardiac RTF inh	C-LANA FP	Keap1 Nrf2 FP	CAL PDZ FP-2
O=C(NCc1ccc(F)cc1)C1CCCN(S(=O)(=O)c2ccc(Br)s2)C1 (stereo not drawn)	5	6	-4	-1	-7	.	0	-0.8	-5	-2.5
CCNC(=S)N(CCc1ccccc1C)Cc1cc2cc(OC)c(OC)cc2[nH]c1=O	-5	-2	-3	4	2	-15	-9	1.2	8	-0.4
CC1c2[nH]c3ccccc3c2CCN1C(=O)Nc1ccccc1 (stereo not drawn)	16	0	-3	-4	-4	-55	-3	0.1	-2	-0.1
O=C(CCSCc1ccc(Cl)cc1)NCc1ccco1	-7	-8	-4	1	-3	4	-8	0.5	-5	-2.6
CCc1cc(=O)[nH]c(SCC(=O)Nc2cc(C)on2)n1	-11	5	-2	-3	-1	-1	-13	-1.8	-3	-1.5
Cc1ccc(CN2CCN(/N=C/c3cc([N+](=O)[O-])ccc3Cl)CC2)cc1	9	1	2	-1	-21	15	-2	-0.9	-2	.
CCN(CC)S(=O)(=O)c1ccc2oc(C(=O)NCCCN3CCOCC3)c(C)c2c1	35	4	-1	-5	-3	1	8	1.3	-6	-2.6
COc1cc(/C=N/N2CCN(c3ccccc3)CC2)ccc1OC(C)=O	2	-9	4	-5	1	-10	-15	-2.1	3	-0.5
C=CCOc1ccc(NC(=O)C2CC(=O)N(C(C)C)C2)cc1 (stereo not drawn)	-1	4	-1	-3	0	-1	-16	0.1	-2	-1.3
COc1cc(-c2[nH]ncc2CN(C)Cc2cc(C)[nH]n2)cc(OC)c1OC	1	0	1	-1	-1	.	2	0.2	3	-3.5
COC(=O)c1ccc(CSc2nnc(N)s2)o1	-3	-6	-4	5	1	11	-3	-0.1	-4	-0.6
O=C(COc1ccc(S(=O)(=O)N2CCCC2)cc1)NCc1cccnc1	3	-9	-4	-3	-2	.	4	-0.8	-5	-2.2

The last two entries of the part before come first, to join the parts.
SMILES	Rtt109 HAT inh	PKA-R2B act	CAL PDZ FP-1	RTF Ca sens act	DAGLB inhibitor	SR-BI uptake up	Cardiac RTF inh	C-LANA FP	Keap1 Nrf2 FP	CAL PDZ FP-2
COC(=O)c1ccc(CSc2nnc(N)s2)o1	-3	-6	-4	5	1	11	-3	-0.1	-4	-0.6
O=C(COc1ccc(S(=O)(=O)N2CCCC2)cc1)NCc1cccnc1	3	-9	-4	-3	-2	.	4	-0.8	-5	-2.2
Cc1cc(S(=O)(=O)N(C)CCc2ccccc2)ccc1-n1cnnn1	-1	-3	0	-1	3	-2	0	-1.4	-4	-1.8
O=S(Cc1ccccc1)c1ccccc1 (stereo not drawn)	6	-5	-1	-1	-6	19	0	-0.1	-6	-0.6
O=C(CN1C(=O)NC2(CCCC2)C1=O)N1CCN(c2ccccc2O)CC1	25	2	-4	4	-2	36	-7	-0.1	1	-2.7
O=C(Oc1ccc(Oc2ccccc2)cc1)N1CCC(O)CC1	9	4	-3	-5	-4	11	-3	-0.1	1	-0.9
Cn1c(=O)c2c(nc(N/N=C/c3cccnc3)n2Cc2ccc(F)cc2)n(C)c1=O	-8	8	.	3	0	19	2	15	0	0.1
CC(=O)NCCc1ccc(S(=O)(=O)Nc2cccnc2)cc1	-9	2	-5	-4	-1	30	1	2.6	1	-2.7
COc1ccc(CNC(=O)c2cc(=O)c3c(C)cc(C)cc3o2)cc1	1	6	0	2	-4	-10	-12	1.2	0	-2.1
CC(/C=N/NC(=O)Cc1cccn1C)=C\c1ccccc1	9	-8	7	7	0	0	-9	4.0	-3	-1.9
